# Screens from PubChem BioAssay.
# miR-122 sensor: miR-122 inhibition in Huh7 cells. Huh7 miR-122 Renilla luciferase sensor, 48 h; neutral wells = 0, positive control = 100. activation (reporter increase), % at 12.5 µM. 340,000 compounds, 0.3% hits. AID 602342;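 active = mean replicate activation score at least 90 and every replicate individually at or above 90; inconclusive = only one of the two criteria met; inactive = neither criterion met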;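 also: higher luciferase means less miR-122 activity so hits act as miR-122 inhibitors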
# ERp5 block: blocks human ERp5 reductase activity on insulin. AID 651711. Q15084. ERp5 insulin aggregation, absorbance 650 nm, 90 min. 350,000 compounds, 0.05% hits. inhibition, % at 9.99 µM;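 active = mean replicate inhibition above about 25%, with every replicate also reaching it, limit read from the data, passing the limit was not always enough; inconclusive = only one of those two criteria met; inactive = neither criterion met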
# ERAP1 HTS inh: blocks human ERAP1 aminopeptidase activity | recombinant ERAP1, Leu-AMC fluorescence, 60 min | AID 652197 | 340,000 compounds, 0.15% hits | inhibition, % at 10.7 µM | Q9NZ08;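 active = mean replicate inhibition of at least 30%, or all replicates individually reaching that 30% level; inactive = mean below 30% and not every replicate reaching it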;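 also: 0% = neutral control wells and 100% = L-leucinethiol positive control wells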
# Target sequence (Q9NZ08 whole entry, looked up): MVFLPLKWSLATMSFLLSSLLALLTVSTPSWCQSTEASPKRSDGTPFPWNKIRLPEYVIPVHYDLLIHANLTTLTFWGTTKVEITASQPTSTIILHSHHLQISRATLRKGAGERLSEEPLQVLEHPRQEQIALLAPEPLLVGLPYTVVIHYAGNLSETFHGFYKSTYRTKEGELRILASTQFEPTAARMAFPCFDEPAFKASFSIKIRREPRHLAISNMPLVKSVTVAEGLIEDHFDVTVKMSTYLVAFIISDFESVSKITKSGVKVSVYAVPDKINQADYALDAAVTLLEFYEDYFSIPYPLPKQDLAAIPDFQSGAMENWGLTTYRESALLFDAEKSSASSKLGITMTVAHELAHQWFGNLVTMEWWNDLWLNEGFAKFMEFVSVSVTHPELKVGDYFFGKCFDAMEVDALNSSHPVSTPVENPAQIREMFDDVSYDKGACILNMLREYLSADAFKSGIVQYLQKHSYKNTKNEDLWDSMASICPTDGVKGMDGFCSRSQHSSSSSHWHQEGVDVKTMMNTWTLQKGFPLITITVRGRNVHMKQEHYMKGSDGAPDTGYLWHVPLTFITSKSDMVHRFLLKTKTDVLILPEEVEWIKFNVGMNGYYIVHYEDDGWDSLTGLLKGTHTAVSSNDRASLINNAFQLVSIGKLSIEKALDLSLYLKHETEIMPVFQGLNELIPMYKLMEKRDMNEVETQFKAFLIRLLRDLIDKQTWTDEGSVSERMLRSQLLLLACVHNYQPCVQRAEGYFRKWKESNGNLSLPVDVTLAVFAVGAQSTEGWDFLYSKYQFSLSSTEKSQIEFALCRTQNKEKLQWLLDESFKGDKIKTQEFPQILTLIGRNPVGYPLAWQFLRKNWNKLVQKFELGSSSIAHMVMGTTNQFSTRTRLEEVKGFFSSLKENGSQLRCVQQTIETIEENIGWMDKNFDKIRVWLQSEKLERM
# CFTR F508del cor: CFTR F508del correction in bronchial cells. CFBE cells, YFP halide quenching; stimulated with forskolin plus potentiator P3; % fluorescence drop versus neutral controls. activity (quench increase), % at 7.58 µM. 350,000 compounds, 0.36% hits. AID 720511;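 active = mean added fluorescence quench of at least 8% versus neutral control, with both replicates also reaching 8%; inconclusive = only one of the mean or replicate conditions met; inactive = mean below 8% and not both replicates reaching 8%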;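 also: cells transiently co-express mutant CFTR-F508del with the halide-sensitive YFP; corrector assay measuring rescue of mutant channel to the surface after 24 h compound exposure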
# CASP6 VEID inh: caspase-6 (human) enzyme inhibition; inhibition, % at 12.5 µM; purified caspase-6, Z-VEID-R110 cleavage fluorescence; P55212; 350,000 compounds, 0.53% hits;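 active = mean inhibition across replicates at least about 35%, with every replicate also reaching that limit, limit read from the data; inconclusive = only one of the two criteria met; inactive = neither criterion met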;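 also: 0% = median of neutral control wells and 100% = no fluorescence left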
# DENV2 CPE: inhibitors of DENV2 cytopathic effect; 350,000 compounds, 1.7% hits; DENV2-infected cells, cytopathic effect rescue, plate reader; CPE inhibition, % at 9.99 µM; AID 651640; in the data active = CPE inhibition above about 20%, passing the limit was not always enough; inconclusive = no clear call, values can overlap the other calls; tested in BHK-21 cells;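 also: 0% = median of neutral control wells and 100% = median of positive control wells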
# SIRT5 block: inhibitors of human sirtuin-5 desuccinylase; Purified SirT5, succinyl-peptide AMC, trypsin-coupled fluorescence; inhibition, % at 15 µM; 330,000 compounds, 1.1% hits; AID 652115; in the data active = inhibition above about 15%; inconclusive = no clear call, values can overlap the other calls
# Starred values were filed as active, the others as inactive; ? = inconclusive; . = no result given; [ ] = dose if it differs, or a comment.
1	COc1ccc(C(=O)OCC(=O)N(C)C2CCS(=O)(=O)C2)cc1Br (stereo not drawn)
2	COc1cccc(-c2sc3ccc(OC)cc3c2C#CCCO)c1
3	CCOc1cccc(/C=N/NC(=O)c2cccnc2)c1O
4	O=C(C1CC=CCC1)N1CCN(S(=O)(=O)c2ccc(F)cc2)CC1 (stereo not drawn)
5	COc1cccc(/C=N/NC(=O)C(=O)NCc2cccnc2)c1OC
6	COc1ccccc1CCNC(=O)C(=O)Nc1cc2c3c(c1)C(C)C(=O)N3CCC2 (stereo not drawn)
7	O=S(=O)(c1ccccc1)N1CCCCN2[C@H](C1)[C@@H](c1ccc(-c3ccccc3)cc1)[C@@H]2CO
8	O=C(COC(=O)c1ccccc1NCCO)Nc1cc(C(F)(F)F)ccc1N1CCOCC1

assay / compound,1,2,3,4,5,6,7,8
miR-122 sensor,-3.1,10.7,-16.1,-5.1,-5.7,-1.8,4.1[16.7 µM],-1.3
ERp5 block,2.1,24.4,3.7,-1.1,4.8,-5.4,3.6,2.2
ERAP1 HTS inh,-1.3,.,0.4,-0.4,1.1,0.6,0.4,-0.4
CFTR F508del cor,5.4,1.2,3.7,1.4,5.5,-1.2,1.1,2.1
CASP6 VEID inh,5.0,3.0,-12.7,-0.2,-1.6,-2.4,0.9,-1.6
DENV2 CPE,3.1,-11.4,?,-5.0,13.3,-1.9,0.6,-4.9
SIRT5 block,3.3,.,-3.6,-1.4,-1.7,1.7,3.3,-5.7

9	C[C@@H]1CN([C@H](C)CO)C(=O)c2cc(NC(=O)C3CCCCC3)ccc2O[C@H]1CN(C)S(=O)(=O)c1ccc(Cl)cc1
10	COc1ccc(/C=N\Nc2ccccn2)c(OC)c1
11	COc1ccc(NC(=O)CSc2nc3[nH]ncc3c(=O)[nH]2)cc1OC
12	COc1ccc([N+](=O)[O-])cc1NC(=O)c1ccc(-n2nc(C)cc2C)cc1
13	CCOC(=O)c1nnn2c1nc(SCC(C)=O)c1ccccc12
14	CCC(=O)N1C[C@H](C)[C@H](OC)CN(C)C(=O)c2ccc(NC(=O)c3ccc(F)cc3)cc2OC[C@@H]1C
15	C[C@@H]1CN([C@H](C)CO)C(=O)c2c(c3ccccc3n2C)-c2ccccc2CO[C@H]1CN(C)C(=O)[C@H](Cc1ccccc1)N(C)C
16	CC(C)N(C)Cc1cn(C)nc1-c1ccc(Oc2ccccc2)cc1

assay / compound,9,10,11,12,13,14,15,16
miR-122 sensor,4.6[16.7 µM],.,-2.0,.,-6.2,7.2[16.7 µM],.,0.1
ERp5 block,-0.8,0.5,-1.6,-11.4,6.6,2.7,-2.5,2.9
ERAP1 HTS inh,4.3,-0.7,-0.8,11.4,-1.4,-1.4,2.0,-3.4
CFTR F508del cor,0.9,-0.6,-3.7,2.8,1.4,1.8,2.1,0.3
CASP6 VEID inh,1.7,2.5,2.8,2.7,-1.7,1.3,-1.0,-1.0
DENV2 CPE,-3.7,1.2,-12.7,.,8.1,5.6,5.3,-4.8
SIRT5 block,1.8,-7.1,-0.7,0.6,-3.4,4.2,4.1,-2.9

17	O=C(Nc1ccc2c(c1)CCC2)c1cccc(S(=O)(=O)N2CCN(c3ccc(F)cc3)CC2)c1
18	Cc1cc(C)cc(N(C(=O)c2ccco2)C(C(=O)NC2CCCC2)c2ccncc2)c1 (stereo not drawn)
19	CN(C)CCN(C(=O)c1ccco1)c1nc2cc3c(cc2s1)OCCO3
20	Cc1cccc(N(CC(=O)N2CCN(c3ccccc3F)CC2)S(C)(=O)=O)c1
21	Nc1ncnc2c1ncn2Cc1ccccc1
22	CCOc1ccc(CCN2C(=O)C(=O)N([C@@H](Cc3ccccc3)CN3CCC[C@H]3CN3C(=O)C(=O)NC[C@@H]3Cc3ccc(O)cc3)C[C@@H]2CC(C)C)cc1
23	CCCNC(=O)C[C@H]1C[C@@H]2c3cc(NS(=O)(=O)c4ccc(OC)cc4)ccc3O[C@@H]2[C@@H](CO)O1
24	CCC(Sc1ccc2nnc(-c3ccc(F)cc3)n2n1)C(=O)OC (stereo not drawn)

assay / compound,17,18,19,20,21,22,23,24
miR-122 sensor,.,-6.3,.,.,-12.1,.,2.7[16.7 µM],0.0
ERp5 block,2.8,-0.5,1.7,-0.7,-6.8,2.2,.,-12.1
ERAP1 HTS inh,-1.8,1.0,-0.3,-5.1,-0.6,1.4,.,-1.3
CFTR F508del cor,.,0.2,1.1,0.5,-1.4,0.8,1.5,0.1
CASP6 VEID inh,-3.0,4.8,-6.5,0.8,2.4,3.2,.,1.9
DENV2 CPE,.,-2.3,-8.0,2.5,-5.0,?,-6.8,-4.4
SIRT5 block,-2.1,-5.0,-2.2,-4.2,2.2,-2.1,.,-3.4

25	CCOC(=O)[C@@H]1[C@H]2COc3cc(OC)ccc3[C@@H]2N2C(=O)N(c3ccc(OC)cc3)C(=O)[C@@]12C
26	CCN(CC)Cc1c(C(=O)N/N=C/c2ccco2)nnn1-c1nonc1N
27	C#CCN(CC=C)C(=O)c1ccc(OC2CCN(S(=O)(=O)N(C)C)CC2)cc1
28	COc1ccccc1NC(=O)COC(=O)c1ccc2c(=O)n3c(nc2c1)CCC3
29	COc1cccc(N2CCN(C(=O)CCNS(=O)(=O)c3ccc4c(c3)c(=O)n(C)c(=O)n4C)CC2)c1
30	CCOC(=O)C(C(C)=O)C(c1ccc(OCCC(C)C)cc1)C(C(C)=O)C(=O)OCC (stereo not drawn)
31	C[C@@H]1CCCCO[C@@H](CN(C)CC2CC2)[C@@H](C)CN([C@@H](C)CO)C(=O)c2cc(NS(=O)(=O)c3cccs3)ccc2O1
32	CN(C)c1ccc(C(=S)N2CCN(C(=S)Nc3ccc(Cl)cc3)CC2)cc1

assay / compound,25,26,27,28,29,30,31,32
miR-122 sensor,-1.2,0.4,.,-4.1,.,-3.6,-3.5[16.7 µM],0.7
ERp5 block,2.3,0.4,1.8,-2.7,4.2,-2.2,.,14.2
ERAP1 HTS inh,1.4,1.2,-1.3,0.4,0.4,-1.2,.,-0.8
CFTR F508del cor,-0.8,1.3,0.3,2.2,-0.9,.,-0.9,0.6
CASP6 VEID inh,0.3,2.2,1.9,-1.9,-1.7,-2.1,.,6.2
DENV2 CPE,13.0,-5.7,-6.2,-15.4,0.2,-1.8,9.3,0.4
SIRT5 block,.,1.0,-3.5,.,3.6,2.3,.,-2.9

# Additional results
entry | compound | miR-122 sensor | ERp5 block | ERAP1 HTS inh | CFTR F508del cor | CASP6 VEID inh | DENV2 CPE | SIRT5 block
33 | CCNCc1ccc(OCc2ccccc2F)c(OC)c1 | . | 1.0 | 1.1 | 0.7 | 0.4 | 0.6 | -4.4
34 | CC(C)(C)OC(=O)C[C@@H]1C/C=C\C[C@H](CC(=O)N(CCO)Cc2ccccc2)C(=O)NC[C@@H](c2ccccc2)OC1=O | 0.2 | -0.3 | . | 0.9 | 0.4 | ? | .
35 | CO[C@@H]1CN(C)C(=O)c2cc(NS(=O)(=O)c3ccccc3C)ccc2OC[C@H](C)N(C)C[C@H]1C | 3.6[16.7 µM] | -0.5 | -1.7 | 0.4 | 0.1 | -0.5 | -5.1
36 | CCc1c(C(C)S(=O)(=O)c2ccccc2)[nH]c(=O)n1CC (stereo not drawn) | -1.0 | 6.0 | 5.0 | -1.0 | 1.2 | -0.9 | 2.6
37 | CN(C)CCN(Cc1cc2cc3c(cc2[nH]c1=O)OCO3)C(=S)NCc1ccco1 | -6.8 | -3.3 | -6.9 | 2.9 | -11.1 | 7.9 | -7.0
38 | CCC(=O)N1CC2(CN(C(=O)Cc3ccccc3)C2)c2c(n(C)c3cc(OC)ccc23)[C@H]1CO | . | -2.1 | 0.1 | ? | -1.2 | -4.0 | 5.7
39 | CC(=O)N1CCCCN2[C@@H](CO)[C@H](c3ccc(-c4cccc(C)c4)cc3)[C@@H]2C1 | 10.5[16.7 µM] | -2.4 | -1.4 | 2.3 | -8.7 | -13.0 | 0.6
40 | Cc1ccc(NC(=O)CN2C(=O)C3C4C=CC(C4)C3C2=O)cc1 (stereo not drawn) | . | 1.3 | 2.1 | -1.8 | -1.5 | -2.9 | -5.9
41 | CC(CN1CCCC1)C(=O)NN (stereo not drawn) | -4.2 | -3.6 | 1.9 | -1.4 | -84.4 | 5.3 | -4.9
42 | CC(=O)Nc1ccc(S(=O)(=O)Nc2nc(C)nc3sc4c(c23)CCC4)cc1 | 0.4 | 1.2 | 1.5 | 1.9 | 7.6 | -0.2 | 4.3
43 | CCCCOc1ccc(S(=O)(=O)n2c(C)nc3ccccc32)cc1 | 6.6 | 0.6 | -0.6 | -4.8 | 1.7 | 4.9 | -1.6
44 | COc1ccc2c3c([nH]c2c1)[C@@H](CO)N(C(=O)c1ccc(F)cc1)CC31CCN(C(=O)NC(C)C)CC1 | . | -4.1 | 1.3 | -2.5 | 0.9 | -7.4 | 0.9
45 | Cc1cc(NC(=O)OC(C)(C)C)c(-n2nnnc2C(C(=O)c2ccc3c(c2)OCO3)N2CCN(c3ccccn3)CC2)cc1C (stereo not drawn) | . | 5.5 | -2.4 | -1.9 | -12.5 | -5.7 | -1.4
46 | C[C@@H]1CN([C@H](C)CO)C(=O)Cc2cc(NC(=O)CCN3CCOCC3)ccc2O[C@@H]1CN(C)S(C)(=O)=O | -9.1[16.7 µM] | 8.6 | -1.2 | 2.9 | -1.6 | 7.5 | -2.6
47 | CCOC(=O)c1cc2c(=O)n3ccccc3nc2n(C(C)C)c1=NC(=O)c1ccco1 | . | -0.7 | -108.7 | -1.0 | 0.1 | -1.7 | -8.7
48 | COc1ccc(CCNC(=O)C2CC3Cn4c(nc5cc(C)c(C)cc54)C3N2C)cc1 (stereo not drawn) | -4.0 | 1.0 | -2.3 | 1.8 | 3.9 | -8.3 | .
49 | CCC(C(=O)NC1CCCCC1)N(Cc1cccs1)C(=O)CCC(=O)Nc1cc(C)on1 (stereo not drawn) | . | 0.1 | 5.2 | -0.1 | . | 14.8 | 3.8
50 | O=C(NC1CCCC1)C(c1cccnc1)N(C(=O)c1csnn1)c1ccccc1 (stereo not drawn) | 1.8 | 0.1 | 4.1 | 0.4 | . | 3.1 | -2.6
51 | OC[C@H]1O[C@@H](c2nc(-c3ccc(C4OCCO4)cc3)no2)[C@H](O)[C@@H]1O | -6.7 | -0.2 | -3.6 | 0.4 | 4.4 | ? | .
52 | CCNC(=O)C[C@H]1CC[C@@H]2[C@H](COC[C@H](O)CN2C(=O)Nc2ccc(Cl)c(Cl)c2)O1 | -3.1[16.7 µM] | 6.8 | 0.2 | -0.7 | 1.3 | -8.3 | 3.7
53 | COc1ccccc1C(NC(=O)C1CCCCC1)c1c(O)ccc2ccccc12 (stereo not drawn) | . | 1.2 | 0.8 | . | -2.5 | -5.6 | 1.5
54 | CCCCOC(=O)c1ccc(N=Nc2c(C)c(C#N)c(O)[nH]c2=O)cc1 | 7.1 | 5.0 | . | 0.3 | 2.9 | -2.8 | -0.1
55 | COc1ccc(S(=O)(=O)N(C)C[C@H]2Oc3c(NS(=O)(=O)c4ccc(F)cc4)cccc3C(=O)N([C@H](C)CO)C[C@H]2C)cc1 | 2.7[16.7 µM] | . | . | 0.8 | . | 5.6 | .
56 | Cc1ccc(NC(=O)CCC(=O)N2CCC(C)CC2)c([N+](=O)[O-])c1 | . | -3.7 | 1.2 | -2.6 | 1.1 | -0.7 | 0.5
57 | O=C(Cn1cc2c(n1)CCCCC2)NCCN1CCOCC1 | -6.4 | 2.9 | -3.2 | -2.9 | 1.1 | -4.8 | .
58 | COc1ccc(C(=O)N2CCC(C(=O)Nc3ccc(C)cc3)CC2)cc1 | . | -6.6 | 18.9 | -2.0 | -2.3 | 5.5 | -18.8
59 | COc1ccc(C(=O)c2ccsc2N)cc1 | . | 6.6 | 6.1 | 0.9 | -4.6 | -3.9 | 0.9
